Source: PubChem
Autophagy mod: autophagy modulators in MEF cells, primary screen, imaging, high-content, MEF GFP-LC3. MEF GFP-LC3 puncta imaging; test concentration mostly 10 µM. calls only at 10 µM (by protocol). actives 0.98% (n = 190,000). AID 463193, 2010;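 active = percentage of spot-positive cells more than 3 SD above its plate mean, without a fluorescence outlier flag or 80% toxicity; inconclusive = no clear call, values can overlap the other calls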;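 also: spot-positive cell cutoff set from DMSO-treated cells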
bCat nuc transl: modulators of beta-catenin nuclear translocation, primary screen, imaging, HeLa cells, immunofluorescence, high-content. actives 0.3% (n = 190,000). AID 1665, 2009. nuclear translocation activity, % at 5 µM;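 active = nuclear translocation activity above 50% at 5 µM, with a well cell count of 50 or more; inconclusive = wells under 50 cells across six images, flagged as toxic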;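 also: per-cell ratio of nuclear to cytoplasmic median beta-catenin stain intensity; plate controls were DMSO negative control for no effect and GSK-3 inhibitor IX positive control for full effect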
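Technique: fluorescence imaging of beta-catenin antibody stain plus DAPI / Material: human HeLa cell line / Incubation: compound treatment 24 h, 37°C, 5% CO2 / Read-out basis: % activation of per-cell nuclear versus cytoplasmic median beta-catenin signal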
Hep lipid drop: inhibitors of hepatocyte lipid droplet formation, primary screen, imaging, high-throughput imaging, BODIPY stain. AID 1656, 2009. actives 0.4% (n = 240,000). inhibition, % at 6.5 µM. AML12 mouse hepatocytes, oleate lipid droplets;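 active = lipid droplet intensity inhibited by at least 50%, with more than 500 cells counted; inconclusive = wells with under 300 cells, treated as cytotoxic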
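Assay system: AML12 mouse liver cells | Compound: 6.5 µM single-point dosing | Schedule: Overnight exposure | Technique: Fluorescence imaging, 20x objective, two fields per well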
WT yeast gro inh: growth inhibition of WT strain, primary screen, mitochondrial fusion inhibitor project, WT and mutant strains, chemical genetic. mitochondrial fusion phenotypic screen. actives 2.1% (n = 190,000). inhibition, % at 10 µM; in the data active = inhibition above about 58%; tested in S. cerevisiae
West Nile virus CPE: West Nile virus antiviral activity, cell-based, CPE readout (AID 1621); CPE inhibition, % at 10 µM, or IC50 in µM where a hit was titrated; West Nile virus-infected cells, CPE inhibition; higher % means a stronger effect; actives 0.02% (n = 290,000); in the data active = a potency from the dose series; inconclusive = CPE inhibition mostly from about 3.7% at the one dose, without a potency; inactive = the rest, 99 in 100 with CPE inhibition below about 2.2%; also: strong numbers were not always called active
Ins promoter up: insulin promoter activators in MIN6 cells, imaging, high-content screening, mouse beta cells; MIN6 insulin promoter-GFP reporter; active compounds read high; z-score at 5 µM; actives 0.3% (n = 190,000); AID 1625, 2009;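 active = z-score above 3 at 5 µM with at least 500 cells counted in the well; inconclusive = wells under 500 cells, flagged as cytotoxic or low count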
T cell HTS: modulators of CD8 T cell-vesicle binding, primary screen, mouse 2C CD8+ T cells, flow cytometry; 2C CD8+ T cell-vesicle binding; active compounds read low; calls only at 7 µM; actives 0.068% (n = 330,000); AID 2052, 2009;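 active = response, share of CD8 T cells binding vesicles, and their 90th percentile fluorescence all below set limits, cut at about 80% in these data, passing the limit was not always enough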
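System: murine 2C transgenic CD8+ T lymphocytes; also added: QL9-loaded Drosophila micro-vesicles; times: binding 1.5 h at 37 °C; measured by: flow cytometry, PE anti-B7-1 (FL2) versus Alexa647 anti-CD8 (FL8), PFA-fixed; control set: Peptide-free naked vesicles (low) and QL9 vesicles with 0.7% DMSO vehicle (high)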
MT stabilizer: microtubule stabilizers in HeLa cells, primary screen, imaging, high-content imaging | HeLa tubulin immunostaining HCS, 24 h; share of cells brighter than vehicle mean+2SD | % tubulin-high responders, % at 10 µM | actives 0.83% (n = 200,000) | AID 2205, 2009;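 active = plate Z-score above 3 for both tubulin-high and condensed-nucleus cell shares, with cell loss under 80%, at 10 µM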;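 also: anti alpha tubulin signal scored within the nucleus-defined area of each cell; some results filed as inactive read as strong as hits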
Myeloid diff 2: induction of myeloid progenitor differentiation, primary screen, cell-based, flow cytometry, MLPCN library | ER-HoxA9 myeloid progenitors, lysozyme-GFP differentiation | actives 1% (n = 360,000) | AID 624256, 2012 | calls only at 10 µM;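 active = normalized GFP-positive differentiation at or above the plate's own cutoff, the solvent-only control mean plus 3 SD; inconclusive = no clear call, values can overlap the other calls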;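 also: cells exposed to compound for four days before flow analysis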
WT yeast gro inh mutant strain: recorded beside WT yeast gro inh, whose call it bears; inhibition, %; mitochondrial fusion phenotypic screen, mutant strain inhibition
Ins promoter up cell count: also measured in Ins promoter up; calls as there; cell count; measured here: cytotoxicity, nuclei count;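 total cells summed across four imaged fields per well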
Hep lipid drop cells 6.5 µM: also measured in Hep lipid drop; calls as there; cell count; measured here: cell count, cytotoxicity flag;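 cells counted across two imaged fields per well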
bCat nuc transl cell count 5 µM: recorded beside bCat nuc transl, whose call it bears; cell count; measured here: cell count, cytotoxicity flag
T cell HTS vesicle-bound %: recorded beside T cell HTS, whose call it bears; double positive events, %; measured here: CD8+ vesicle-bound cell fraction;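 binding gate set so that unloaded-vesicle control wells show 10% double positive cells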
MT stabilizer Hoechst-high %: second read-out of MT stabilizer, no call of its own (marks repeat the call); % Hoechst-high responders; measured here: nuclear condensation Hoechst responders;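 share of cells brighter than vehicle mean plus two SD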
MT stabilizer cytotoxicity %: further read-out of MT stabilizer, marked with its call; toxicity, %; measured here: cytotoxicity by cell density;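 0% = mean cell density of plate MIN control wells and 100% = no cells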
Autophagy mod cell loss 18 h: also measured in Autophagy mod; calls as there; toxicity, %; measured here: cell loss, nuclei count;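 cell loss after 18 h compound exposure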
Myeloid diff 2 GFP+ MAC1+ %: also measured in Myeloid diff 2; calls as there; GFP+ MAC1+ double positive, %; measured here: differentiation confirmed by MAC1 staining
* marks the source's active call; other numbers are inactive results; i = inactive; ? = inconclusive; · = no result given; + = active, no number.

SMILES | Autophagy mod | Autophagy mod cell loss 18 h | bCat nuc transl | bCat nuc transl cell count 5 µM | Hep lipid drop | Hep lipid drop cells 6.5 µM | WT yeast gro inh | WT yeast gro inh mutant strain | West Nile virus CPE | Ins promoter up | Ins promoter up cell count | T cell HTS | T cell HTS vesicle-bound % | MT stabilizer | MT stabilizer Hoechst-high % | MT stabilizer cytotoxicity % | Myeloid diff 2 | Myeloid diff 2 GFP+ MAC1+ %
N#C/C(=C\c1ccc(OCC(N)=O)cc1)S(=O)(=O)c1ccccc1 | i | -18 | -5.1 | 1078 | 4 | 696 | -12 | 9 | -0.3% | -1.1 | 1598 | i | 21 | 1.8 | 1.2 | 4.7 | i | 0.5
CC(C)(C)NC(=O)C(c1ccc(F)cc1)N(Cc1ccco1)C(=O)CCC(=O)Nc1ccccn1 (stereo unspecified) | · | · | · | · | 32 | 821 | · | · | -0.7% | · | · | i | 29 | · | · | · | i | 0.4
CC(C)C[C@H](NC(=O)OC(C)(C)C)c1n[nH]c(=S)n1N | i | -2 | -1.7 | 1043 | 44 | 638 | 6 | 10 | -0.3% | 0.2 | 1363 | i | 39 | 1.7 | 3.4 | 5.5 | i | 0.2
COc1cc(C2CC(=O)Oc3c2c(=O)n(C)c2ccccc32)cc(OC)c1OC (stereo unspecified) | i | 13 | -1.0 | 1565 | -3 | 696 | -5 | -5 | -0.1% | -0.87 | 1509 | i | 45 | 2.3 | 3.0 | 6.1 | i | 0.0
O=S(=O)(Nc1ncccn1)c1ccc(-n2cnnn2)cc1 | i | -10 | -1.8 | 965 | 4 | 673 | -5 | -5 | 0.1% | 1.2 | 1695 | i | 50 | 4.6 | 1.9 | 8.1 | i | 0.8
Cc1nnc(NN)n(N)c1=O | · | · | 0.0 | 1130 | 4 | 743 | · | · | 0.3% | 0.24 | 1484 | i | 25 | · | · | · | i | 0.1
Cc1ccccc1S(=O)(=O)Cc1ccc(C(=O)NC(C)c2ccccc2)o1 (stereo unspecified) | · | · | · | · | 0 | 669 | · | · | 0.0% | · | · | i | 1 | · | · | · | ? | ·
CCc1c(C#N)c(SCCC(=O)Nc2cccc(OC)c2)nc2c1C(=O)CC(C)(C)C2 | i | 5 | 1.4 | 1145 | 58* | 748* | · | · | -0.2% | 0.21 | 928 | i | 17 | 1.8 | 0.9 | 5.7 | i | 0.6
COc1ccc(C2C3=C(CCCC3=O)Nc3n[nH]c(C)c32)cc1OC (stereo unspecified) | · | · | -1.5 | 1067 | 2 | 716 | · | · | 1.7% | 1.5 | 1343 | i | 56 | · | · | · | i | 0.7
CCN(CC)CCCNC(=O)c1csc(Nc2cccc3ccccc23)n1 | · | · | · | · | -3 | 752 | · | · | ? | · | · | i | 54 | · | · | · | i | 0.5
COc1ccc(C(CC(=O)O)NC(=O)Cc2ccccc2)cc1OC (stereo unspecified) | i | -4 | 1.6 | 578 | -3 | 712 | -1 | -17 | 0.7% | 0 | 1216 | i | 51 | 4.3 | 3.8 | 5.4 | i | 0.8
Cc1nc2c3cc(Cl)ccc3n(CCN3CCCCC3)c2s1 | + | 44* | 97* | 514* | -2 | 758 | 40 | 23 | 0.8% | -1.1 | 840 | i | 16 | 24* | 52* | 39* | i | 1.6
COc1ccc(CNC(=O)c2sc(=S)n(-c3ccccc3)c2N)cc1 | · | · | 2.1 | 1267 | -14 | 747 | · | · | -0.1% | · | · | i | 29 | · | · | · | i | 1.8
COc1ccc(Cl)cc1NC(=S)NNC(=O)C1(C)CC1(Cl)Cl (stereo unspecified) | i | 25 | -0.3 | 972 | -59 | 695 | 6 | 6 | 0.2% | · | · | i | 50 | 3.8 | 1.3 | 3.5 | i | 1.0
O=c1[nH]ncc(N2CCCC2)c1Cl | i | 18 | -0.6 | 1183 | 3 | 732 | 1 | 10 | 0.5% | -0.08 | 1446 | i | 58 | 4.6 | 1.6 | 6.4 | i | 0.5
COc1ccc(C2=NN(C(=O)c3cccs3)C(c3ccc(OC)cc3)C2)cc1 (stereo unspecified) | i | 0 | -2.9 | 1106 | 11 | 684 | 47 | 6 | -0.6% | -0.33 | 1463 | i | 25 | 4.4 | 2.8 | 4.5 | i | 0.6
O=C(N/N=C/C1=C(N2CCOCC2)C(=C\c2ccccc2)/CC1)Nc1ccccc1 | i | 3 | 3.4 | 457 | 24 | 734 | -12 | 5 | -0.9% | -0.34 | 1040 | i | 45 | 3.9 | 2.6 | 9.3 | i | 0.4
CC1=C(C(=O)OCC2CCCO2)C(c2ccc(C)o2)C2=C(CC(c3ccc(F)cc3)CC2=O)N1 (stereo unspecified) | i | 36 | · | · | 0 | 705 | -8 | -1 | 0.1% | -0.57 | 1240 | i | 47 | 4.4 | 2.4 | 5.1 | i | 0.0
Cc1csc(SCc2nnc(-c3ccc(Cl)cc3)o2)n1 | i | -11 | -2.3 | 1057 | -4 | 745 | · | · | -0.3% | 0.75 | 609 | i | 52 | 2.2 | 1.6 | 8.5 | i | 0.7
CS(=O)(=O)Nc1ccccc1C(=O)Nc1cc2c(cc1C(=O)O)OCCCO2 | · | · | · | · | -13 | 802 | · | · | -0.3% | · | · | i | 30 | · | · | · | i | 0.3
O=C(NC1CCCCCC1)c1cccc(COCC(F)(F)F)c1 | i | 50 | -2.2 | 1179 | -15 | 728 | 6 | -9 | -0.9% | · | · | i | 15 | 4.1 | 1.7 | 4.4 | i | 0.9
O=C(C1=C[C@H](c2ccc(Br)cc2)C[C@H](OCc2ccc(CO)cc2)O1)N1CCN(Cc2ccc3c(c2)OCO3)CC1 | i | 19 | -0.4 | 1210 | -2 | 738 | 43 | 10 | 0.3% | -1.2 | 1282 | i | 36 | 3.7 | 2.8 | 10 | ? | ·
O=C(COc1ccc(S(=O)(=O)N2CCOCC2)cc1)N1CCCCCC1 | i | 7 | -0.4 | 1058 | -2 | 655 | 6 | 8 | 0.2% | -0.85 | 1534 | i | 54 | 2.4 | 3.3 | 9.0 | i | 0.4
CCn1c(Cc2ccccc2)nnc1SCc1cccc(C(=O)O)c1 | i | -2 | -2.3 | 548 | 16 | 625 | 3 | 6 | -0.4% | -0.34 | 1382 | i | 42 | 1.3 | 2.6 | 3.0 | i | 0.3
O=C(Nc1nc2ccccc2s1)C1c2ccccc2Oc2ccccc21 | i | 3 | 0.1 | 795 | 0 | 390 | 78 | 85 | -1.6% | · | · | i | 9 | 1.5 | 3.2 | 8.7 | + | 1.8*
COC(=O)c1ccccc1NC(=O)/C=C/c1ccco1 | i | 7 | 2.8 | 1035 | 15 | 625 | 8 | -15 | -1.0% | -0.21 | 1733 | i | 6 | 1.6 | 1.5 | 8.3 | i | 0.0
CCN(CC)S(=O)(=O)c1csc(C(=O)NC2CCCCC2)c1 | i | 8 | -2.4 | 960 | · | · | 19 | 26 | 0.8% | · | · | i | 34 | 3.7 | 1.6 | 3.2 | i | 0.6
CCOc1ccc(NC(=O)c2cc3c(C)nc4ccccc4c3o2)cc1 | · | · | 126* | 360* | -19 | 561 | 5 | -13 | 0.1% | -0.7 | 1642 | i | 21 | 17* | 23* | 44* | ? | ·
N#C/C(=C\C=C\c1ccccc1)C(=O)NCc1ccco1 | i | 30 | 0.5 | 1552 | -1 | 668 | -8 | 10 | -1.2% | 0.31 | 1407 | i | 53 | 4.6 | 2.9 | 8.6 | i | 0.6
COc1ccc(CNC[C@@H](CCCCN(C)Cc2ccc(OC)cc2)N2C[C@H](c3ccccc3)N(CCc3ccc(Cl)c(Cl)c3)C(=O)C2=O)cc1 | + | 45* | ? | · | -12 | 653 | 16 | 5 | -2.3% | ? | · | · | · | 40 | 40 | 89 | i | 2.7

In the list so far, five have a Cl atom:
SMILES | Autophagy mod | Autophagy mod cell loss 18 h | bCat nuc transl | bCat nuc transl cell count 5 µM | Hep lipid drop | Hep lipid drop cells 6.5 µM | WT yeast gro inh | WT yeast gro inh mutant strain | West Nile virus CPE | Ins promoter up | Ins promoter up cell count | T cell HTS | T cell HTS vesicle-bound % | MT stabilizer | MT stabilizer Hoechst-high % | MT stabilizer cytotoxicity % | Myeloid diff 2 | Myeloid diff 2 GFP+ MAC1+ %
Cc1nc2c3cc(Cl)ccc3n(CCN3CCCCC3)c2s1 | + | 44* | 97* | 514* | -2 | 758 | 40 | 23 | 0.8% | -1.1 | 840 | i | 16 | 24* | 52* | 39* | i | 1.6
COc1ccc(Cl)cc1NC(=S)NNC(=O)C1(C)CC1(Cl)Cl (stereo unspecified) | i | 25 | -0.3 | 972 | -59 | 695 | 6 | 6 | 0.2% | · | · | i | 50 | 3.8 | 1.3 | 3.5 | i | 1.0
O=c1[nH]ncc(N2CCCC2)c1Cl | i | 18 | -0.6 | 1183 | 3 | 732 | 1 | 10 | 0.5% | -0.08 | 1446 | i | 58 | 4.6 | 1.6 | 6.4 | i | 0.5
Cc1csc(SCc2nnc(-c3ccc(Cl)cc3)o2)n1 | i | -11 | -2.3 | 1057 | -4 | 745 | · | · | -0.3% | 0.75 | 609 | i | 52 | 2.2 | 1.6 | 8.5 | i | 0.7
COc1ccc(CNC[C@@H](CCCCN(C)Cc2ccc(OC)cc2)N2C[C@H](c3ccccc3)N(CCc3ccc(Cl)c(Cl)c3)C(=O)C2=O)cc1 | + | 45* | ? | · | -12 | 653 | 16 | 5 | -2.3% | ? | · | · | · | 40 | 40 | 89 | i | 2.7
